# APE1 inh: qHTS Assay for Inhibitors of the Human Apurinic/apyrimidinic Endonuclease 1 (APE1). 350,000 compounds, 0.35% hits. DNA repair nuclease/redox regulator APEX1 (Homo sapiens), P27695. Potency, µM (top dose mostly 65.8 µM), inactives show at the highest dose activity change, negative = inhibition, most hits filed as inhibitors. AID 2517, 2012. recombinant APE1, TAMRA/BHQ-2 abasic DNA cleavage fluorescence;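 also: plate controls were vehicle for no effect and reference inhibitor for full effect; nearly all actives have a fitted effect of over 55% in size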
#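 Readout is kinetic fluorescence (ex 525, em 598 nm) from cleavage of 50 nM TAMRA/BHQ-2 THF abasic duplex by 0.75 nM APE1, compound added 15 min beforehand at RT.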
# G9a block: qHTS Assay for Inhibitors of Histone Lysine Methyltransferase G9a; AID 504332, 2011; Potency, µM (top dose mostly 102 µM), without a hit: at the top dose activity, negative = inhibition, usual class: inhibitors; 350,000 compounds, 8.8% hits; G9a H3K9 monomethylation, AlphaScreen, 2 h; Histone-lysine N-methyltransferase EHMT2 (Homo sapiens), Q96KQ7; also: % is scaled to controls: 0 for no effect and ±100 for the full control effect; nearly all actives have a fitted effect of over 75% in size
#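 G9a (20 nM) was preincubated 15 min with compound, then reacted 2 h at room temperature with 500 nM biotin-H3K9 peptide and 20 µM SAM. Monomethyl-H3K9 detected by AlphaScreen using anti-H3K9me1 antibody.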
# Pol beta inh: qHTS Assay for Inhibitors of DNA Polymerase Beta; P06746; Pol beta primer extension/strand displacement, fluorescence kinetic; Potency, µM (titrated, usually from 114 µM), for inactives: at the top dose activity change, negative = inhibition, actives largely listed as inhibitors; 340,000 compounds, 1.3% hits; AID 485314, 2010; also: % is scaled to controls: 0 for no effect and ±100 for the full control effect
#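 Pol beta (10 nM) was preincubated with compound for 15 min at room temperature. The reaction was then started with 50 nM substrate and read immediately and after a further 10 min at room temperature.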
# POLI inh: qHTS for Inhibitors of Polymerase Iota; Pol iota fluorescent replication assay, 10 min; Potency, µM (highest dose often 115 µM), inactives show top-dose activity, negative = inhibition, most hits filed as inhibitors; 390,000 compounds, 1% hits; DNA polymerase iota (Homo sapiens), Q9UNA4
#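 Pol iota at 10 nM preincubated 15 min with compounds at room temperature; reaction started with fluorescent substrate, 50 nM final. Fluorescence read kinetically at 0 and 10 min; buffer-only wells as negative control.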
# BLM helicase inh: qHTS Assay for Inhibitors of Bloom's syndrome helicase (BLM). recombinant BLM DNA unwinding, fluorescence dequenching. Potency, µM (series often up to 56.1 µM), inactives show at the top dose activity change, negative = inhibition, most hits filed as inhibitors. 350,000 compounds, 0.2% hits. AID 2528, 2010;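 also: plate controls were vehicle for no effect and no enzyme for full effect; nearly all actives have a fitted effect of over 35% in size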
# Target sequence (P54132 whole entry, looked up): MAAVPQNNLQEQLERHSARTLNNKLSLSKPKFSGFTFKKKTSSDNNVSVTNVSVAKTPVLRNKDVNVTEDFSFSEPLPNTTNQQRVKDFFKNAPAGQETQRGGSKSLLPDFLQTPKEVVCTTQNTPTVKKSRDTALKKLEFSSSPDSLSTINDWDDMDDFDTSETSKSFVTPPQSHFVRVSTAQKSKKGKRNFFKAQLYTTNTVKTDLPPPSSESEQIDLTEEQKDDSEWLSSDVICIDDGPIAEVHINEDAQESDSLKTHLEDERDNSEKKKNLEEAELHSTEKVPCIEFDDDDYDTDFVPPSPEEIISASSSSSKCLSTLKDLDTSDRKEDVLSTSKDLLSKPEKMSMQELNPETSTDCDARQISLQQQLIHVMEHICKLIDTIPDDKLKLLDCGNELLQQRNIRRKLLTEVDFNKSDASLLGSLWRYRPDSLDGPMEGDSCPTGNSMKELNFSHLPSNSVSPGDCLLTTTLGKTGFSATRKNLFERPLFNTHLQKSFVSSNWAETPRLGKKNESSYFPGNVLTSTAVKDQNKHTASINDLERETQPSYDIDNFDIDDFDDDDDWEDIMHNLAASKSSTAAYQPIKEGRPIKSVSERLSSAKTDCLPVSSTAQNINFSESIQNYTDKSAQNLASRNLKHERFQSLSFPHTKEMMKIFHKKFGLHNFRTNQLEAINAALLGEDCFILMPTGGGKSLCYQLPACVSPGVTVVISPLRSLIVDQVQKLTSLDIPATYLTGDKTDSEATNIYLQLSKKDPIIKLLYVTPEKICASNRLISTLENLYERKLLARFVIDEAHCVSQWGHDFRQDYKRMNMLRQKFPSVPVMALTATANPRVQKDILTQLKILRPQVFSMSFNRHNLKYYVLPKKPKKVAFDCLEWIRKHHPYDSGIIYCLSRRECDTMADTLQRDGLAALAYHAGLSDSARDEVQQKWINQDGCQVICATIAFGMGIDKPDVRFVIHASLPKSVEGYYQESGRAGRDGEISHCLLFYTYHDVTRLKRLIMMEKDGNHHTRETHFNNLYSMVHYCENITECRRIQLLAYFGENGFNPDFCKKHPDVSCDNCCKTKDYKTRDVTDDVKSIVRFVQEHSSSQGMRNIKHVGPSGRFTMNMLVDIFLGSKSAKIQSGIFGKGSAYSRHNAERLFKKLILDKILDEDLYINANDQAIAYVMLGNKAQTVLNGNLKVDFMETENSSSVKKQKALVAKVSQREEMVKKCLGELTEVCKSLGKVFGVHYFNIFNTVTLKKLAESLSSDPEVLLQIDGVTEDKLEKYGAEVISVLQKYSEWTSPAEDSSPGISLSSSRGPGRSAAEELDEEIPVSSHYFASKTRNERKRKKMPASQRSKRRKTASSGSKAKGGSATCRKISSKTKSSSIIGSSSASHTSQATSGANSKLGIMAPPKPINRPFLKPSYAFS
# JMJD2A Tudor inh: qHTS Assay for Inhibitors of JMJD2A-Tudor Domain; Lysine-specific demethylase 4A (Homo sapiens), O75164; Potency, µM (top dose mostly 114 µM), for the others: at the top dose activity change, negative = inhibition, most hits filed as inhibitors; AID 504339, 2011; AlphaScreen JMJD2A-Tudor / H3K4me3 peptide binding; 390,000 compounds, 4.4% hits; also: % is scaled to controls: 0 for no effect and ±100 for the full control effect; nearly all actives have a fitted effect of over 50% in size
# Pol eta inh: qHTS for Inhibitors of Polymerase Eta; DNA polymerase eta (Homo sapiens), Q9Y253; 390,000 compounds, 1.2% hits; Potency, µM (doses to about 114 µM), for inactives: top-dose activity change, negative = inhibition, hits mostly inhibitors; AID 588591, 2011; recombinant Pol eta, fluorescent DNA replication assay; also: % is scaled to controls: 0 for no effect and ±100 for the full control effect
#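 Fluorescent replication assay: 50 nM final substrate added after a 15 min room-temperature compound preincubation with 10 nM enzyme. Signal taken at 0 min and again at 10 min.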
# BAZ2B block: qHTS Assay for Inhibitors of BAZ2B; AlphaScreen BAZ2B-H3K14Ac peptide displacement; Potency, µM (highest dose often 114 µM), without a hit: at the top dose activity change, negative = inhibition, most hits filed as inhibitors; 360,000 compounds, 4.4% hits; AID 504333, 2011; also: % is scaled to controls: 0 for no effect and ±100 for the full control effect; nearly all actives have a fitted effect of over 60% in size
#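 Protein-peptide AlphaScreen: BAZ2B 50 nM, b-H3K14Ac 50 nM, 1x PBS pH 7.4 + 0.01% Tween-20. Preincubation 30 min RT; cpd 30 min RT (top 110 uM); beads 20 min RT, light-protected.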
# Pol kappa inh: qHTS for Inhibitors of Polymerase Kappa; DNA polymerase kappa (Homo sapiens), Q9UBT6; purified Pol kappa, fluorescent DNA synthesis assay, 10 min; Potency, µM (highest dose often 107 µM), for the others: at the top dose activity, negative = inhibition, most hits filed as inhibitors; 400,000 compounds, 0.53% hits; also: % is scaled to controls: 0 for no effect and ±100 for the full control effect
#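 Kinetic fluorescence screen: compound preincubated 15 min RT with 10 nM enzyme; 50 nM substrate (final) initiates; reads at 0/10 min.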
# The depositor's hits bear a star; ? = inconclusive; . = no result given; & = joins results of further samples; [ ] = remark or other dose. Calls follow the shape of the dose curve; as a rule, active = well fitted curve in the direction sought with a large enough effect; inconclusive = small, poorly fitted or top-dose-only effect, or another doubt; inactive = no such curve, though single readings can be large; an effect the other way counts as inactive or inconclusive. Potency is read from the fitted curve at half-maximal effect. These rows are one share of the data; the hit share may differ from the screen's.
SMILES,APE1 inh,G9a block,Pol beta inh,POLI inh,BLM helicase inh,JMJD2A Tudor inh,Pol eta inh,BAZ2B block,Pol kappa inh
Clc1ccccc1-c1nnc(CNC2CC2)o1,-1%,-11%[12.7 µM],17%,32%[activator],-5%,6%,-4%,1%,2%
CC1=CC(c2ccccc2)=Nc2ccc(C)cc2N1,3%,?,27%,23%,0%,-23%,-23%,6%,-4%
COc1cc(/C=N/Nc2nc(C)cc(=O)[nH]2)ccc1O,-16%,29%[0.501 µM],0%,?,-10%,3%,-17%,-3%,8%
Cc1cccc(NC(=O)CSc2n[nH]c(-c3cccnc3)n2)c1,10%,-5%,22%,29%,-1%,-14%,-6%,-13%,-3%
O=C(CCNC(=O)c1ccc(Br)cc1)Nc1ccc(S(=O)(=O)N2CCCCC2)cc1,3%,-34%,.,-3%,.,-11%,-14%,14%,-23%
O=c1oc(-c2cccs2)nc2c1cnn2-c1ccccc1,-3%,-9%[59 µM],10%,?,-1%,10%,-7%,7%,-31%
COc1ccc(C)cc1N(CC(=O)Nc1ccc2c(c1)OCCO2)S(C)(=O)=O,-5%,8%,15%,-17%,-1%,-24%,-10%,-7%,-2%
CCOc1ccc(C(=O)CC(C(=O)O)N2CCCCC2)cc1 (stereo not given),7%,12%[12.7 µM],.,?,.,-9%,-4%,3%,-2%
CCCCN1CC[C@H]2C=CC[C@@H](C(=O)Nc3ccc(OC)cc3)[C@H]2C1=O,.,.,.,33%&-15%,.,-23%,-18%,.,-14%&-5%
Cc1ccc(C(=O)NNC(=O)c2n[nH]c(=O)c3ccccc23)cc1C,-3%,?,.,99%[activator],.,-1%,-20%,5%,-5%
Cc1cccc(OC(=O)NCCOC(=O)N(O)c2ccc(Cl)cc2)c1,-3%,-7%[59 µM],?,8%,-1%,-16%,-14%,5%,-11%
CCOC(=O)C1CCCN(CCCc2ccccc2)C1 (stereo not given),-2%&6%,-11%,-10%&-20%,?,2%&5%,-1%&-9%,-26%&-4%,-3%&-4%,-1%&-3%
CCOC(=O)C(C(=O)Nc1ccccc1C)C1CCCCC1 (stereo not given),2%,-7%,4%,-14%,0%,-7%,12%,3%,-9%[60.1 µM]
Cc1cccc(OCC(=O)N/N=C/c2ccc3c(c2)OCO3)c1,2%,-1%,20%,41%[activator],0%,6%,-8%,-18%,1%
Cc1nn(Cc2ccccc2)c(Cl)c1/C=C1\NC(=S)NC1=O,-3%,40µM*,11%,20%,1%,-21%,-10%,-24%,-14%
CC(C)NC(=O)C(=O)NCc1ccccn1,3%,?,16%,16%,-2%,-11%,-21%,1%,-12%
CCOc1ccc(N(C(=O)Cn2nnc3ccccc32)C(C(=O)NC(C)(C)CC)c2cccn2C)cc1 (stereo not given),16%,13%[59 µM],0%,-4%,4%,-1%,-20%,-7%,-5%
CCOc1ccc(S(=O)(=O)Nc2ccccc2SC)c2cccnc12,-4%,-4%[12.7 µM],?,1%,-5%,-19%,?,-10%,0%
Cc1ccc(NS(=O)(=O)c2ccc3c(c2)CCC(=O)N3)cc1C,?,-8%,3%,66%[activator],3%,-10%&-2%,-19%,11%,3%
CCCCc1nc(Cl)c(CO)n1Cc1ccc(-c2ccccc2-c2nn[nH]n2)cc1,6%&14%,-7%[12.7 µM],2%,6%,-3%&-12%,-14%,-11%,-22%,-11%
O=[N+]([O-])c1ccc(N/N=C\c2ccccc2OCc2ccccc2)cc1,-8%,17%[59 µM],7%,-5%,4%,-8%,-11%,2%,0%
CSc1cccc(NC(=O)CCCNC(=O)c2ccc(Cl)cc2)c1,2%,8%,43%,3%,-4%,4%,-16%,-27%,-14%
COc1cc(OC)cc(OCC(O)Cn2cnc3cc(C)c(C)cc32)c1 (stereo not given),-8%,25%,3%,7%,-1%,-30%,-18%,0%,-3%
C(=Cc1cnnc2ccccc12)c1ccccc1,.,.,.,1%,.,-26%,-8%,.,-1%
Cc1ccc(Oc2ccc(C(=O)NC3CCSC3=O)cn2)cc1 (stereo not given),-1%,14%[59 µM],?,12%,-1%,0%,-17%,6%,-11%

# More structures.
SMILES,APE1 inh,G9a block,Pol beta inh,POLI inh,BLM helicase inh,JMJD2A Tudor inh,Pol eta inh,BAZ2B block,Pol kappa inh
CCOC(=O)NC(=O)c1cn(CCN(C)C)c(=O)[nH]c1=O,2%,-2%[59 µM],0%,83%[activator],5%,-1%,-12%,10%,2%
CCC1CN(C(=O)N2CCC(C(=O)NCc3cccc(OC)c3OC)CC2)c2cc(C)ccc2O1 (stereo not given),1%,-26%[59 µM],-1%&-10%,34%&15%[activator],-1%&-5%,-17%&-20%,-7%&-17%,-25%&-23%,-17%&2%
CC(C)(O)c1nnn(-c2ccccc2)c1C(F)(F)F,12%,10%[12.7 µM],5%,15%,-1%,-8%,12%,-6%,-6%
COc1ccc(S(=O)(=O)Nc2cccc3c2O[C@H](CN(C)Cc2ccc(-c4ccccc4)cc2)[C@@H](C)CN([C@H](C)CO)C3=O)cc1,-1%,.,.,16%,.,-35%,-18%,.,-2%
COc1ccc(OC)c(NC(=O)Nc2cccc3ccccc23)c1,1%,9%,3%,16%[58.9 µM],-6%,-21%,-19%,9%,-8%
COc1cccc(NC(=O)Nc2nc(-c3ccc(OC)c(OC)c3)cs2)c1,71%[activator][12.4 µM],?,-25%,-22%,-9%,?,?,?,?
O=S(=O)(Nc1ncccn1)c1ccc(NC(=S)NCCc2ccc(Cl)cc2)cc1,-9%,-45%,?,4%,-9%,-18%,-2%,2%,-23%
CCCCC(NC(C)=O)c1nc2ccccc2n1CCC (stereo not given),-1%,12%[59 µM],6%,13%,-5%,-15%,4%,-2%,2%
COc1ccc(C(=O)Nc2ccccc2C(=O)N(Cc2ccco2)C(C(N)=O)C(C)C)cc1 (stereo not given),0%,-7%[12.7 µM],6%,-5%,-2%,-27%,?,-26%,0%
CCOc1ccccc1Oc1c(C)oc2c(CN3CCN(C)CC3)c(O)ccc2c1=O,-6%,9%,-3%,4%[58.9 µM],-1%,6%,-13%,-3%,4%
CCOc1cc(C(=S)N2CCOCC2)ccc1OC(=O)c1cccc(C)c1,8%,?,18%,14%,-9%,?,-9%,-36%,-12%
CCCCC(=O)NNC(=S)NCc1ccccc1,4%,22%[12.7 µM],?,13%,-10%,-16%,-6%,-15%,12%
CCOC(=O)/C=C/C(=O)OCC(=O)N1CCN(C(=O)c2ccco2)CC1,-10%,-21%,-13%,?,-7%,-18%,?,-28%,-11%
Cn1c(SCC(=O)Nc2ccc(N3CCOCC3)cc2)nnc1-c1ccccc1F,23%,18%,16%,28%,-7%,-18%,-7%,1%,-4%
O=C(NC1CC1)c1cccc(Br)c1,26%,23%[59 µM],38%,11%,-3%,-8%,-13%,6%,-17%
CC(=O)c1cccc(NC(=O)c2cc(C(C)C)on2)c1,-4%,-12%,5%,48%[activator],2%,3%,-19%,-3%,1%
O=C(c1cccc(Cl)c1)N(Cc1ccco1)Cc1ccccc1Cl,.,31%[59 µM],19%,-23%,-7%,12%,.,60%[activator],-2%
O=S(=O)(Cc1ccc(Cl)cc1)N1CCCC1,-2%,10%[59 µM],13%,-23%,1%,2%,0%,5%,-2%
COc1cc2cc(C(N)=O)c(N)nc2cc1OC,10%,?,-22%,?,1%,-4%,2%,7%,-16%
Cc1cc(Br)cc2c1N(Cc1ccccc1OC(C)C)C(=O)C2=O,.,8.9µM*,4%,?,-10%,18µM*,.,6.3µM*,-9%
O=[N+]([O-])c1ccccc1-c1ccc(C(=S)N2CCCC2)o1,-9%,10µM*,10%,?,-18%,56µM*,-15%,40µM*,-19%
CSc1nc(Cl)cc(Nc2ccccc2N)n1,-2%,-25%,-24%,71%[activator],-4%,-19%,-13%,-27%,-1%
N#CNC(=Nc1ccccc1F)SCc1ccc(C(=O)O)cc1,-1%,1%,-2%,46%[activator],-1%,-6%,-8%,1%,-3%
Cc1cc(C)nc(NC(=O)c2c(-c3c(Cl)cccc3Cl)noc2C)n1,-3%,-29%,15%,10%,-6%,-1%,-10%,7%,-8%
Cc1onc(-c2ccccc2)c1C(=O)N/N=C/c1ccccc1OC(C)C,29%,41%[activator],-1%,-11%,-1%,6%,-15%,-2%,0%

# Some values from the list:
# Under APE1 inh, Cc1ccc(Oc2ccc(C(=O)NC3CCSC3=O)cn2)cc1 (stereo not given) reads -1%
# Under G9a block, Cc1cccc(OC(=O)NCCOC(=O)N(O)c2ccc(Cl)cc2)c1 reads -7%[59 µM]
# Under BLM helicase inh, CCOc1ccc(S(=O)(=O)Nc2ccccc2SC)c2cccnc12 reads -5%

# In the list so far, 2 contain a COOH group.
SMILES,APE1 inh,G9a block,Pol beta inh,POLI inh,BLM helicase inh,JMJD2A Tudor inh,Pol eta inh,BAZ2B block,Pol kappa inh
CCOc1ccc(C(=O)CC(C(=O)O)N2CCCCC2)cc1 (stereo not given),7%,12%[12.7 µM],.,?,.,-9%,-4%,3%,-2%
N#CNC(=Nc1ccccc1F)SCc1ccc(C(=O)O)cc1,-1%,1%,-2%,46%[activator],-1%,-6%,-8%,1%,-3%

# Carrying on.
SMILES,APE1 inh,G9a block,Pol beta inh,POLI inh,BLM helicase inh,JMJD2A Tudor inh,Pol eta inh,BAZ2B block,Pol kappa inh
COc1ccccc1C(=O)Nc1ccc(-c2nc3cc(C)cc(C)c3o2)cc1,.,31%[59 µM],2%,5%,-8%,-23%,.,40%,-8%
Cc1ccc(OCc2nnc(N)s2)cc1,-3%,5%,3%,25%,-1%,-1%,-14%,-3%,-1%
O=S(=O)(Nc1cccc(-n2cnnn2)c1)c1cnc(Cl)c(Cl)c1,64%[activator],7%,17%,14%,2%,11%,-14%,-24%,5%
COc1ccc(N=c2oc3ccc(OC)cc3cc2-c2nc3ccccc3[nH]2)cc1,2%,8%[59 µM],20%,12%,1%,-17%,7%,-10%,-20%
Cc1nnc(SCC(=O)Nc2ccc3c(c2)OCO3)o1,5%,-1%[59 µM],9%,10%,-3%,-4%,-9%,.,-8%
Cc1cc(C)c2[nH]c(C(=O)Nc3ccc4c(c3)OCO4)cc2c1,-5%,18µM*,?,40%[activator],-20%,56µM*,-26%,50µM*,-21%
